High-throughput results from PubChem BioAssay.
NCI-60 one-dose screen, 48 h, at 10 µM unless noted. Numbers give growth in % (100 = growth as untreated, 0 = no growth, -100 = all killed).
SK-OV-3 – SK-OV-3 ovarian cancer cells; 80,000 tested, 3.2% active; AID 1794785
NCI-H226 – NCI-H226 lung cancer; AID 1794732; 79,000 tested, 3.5% active
NCI-H460 – NCI-H460 lung cancer; 82,000 tested, 6.8% active
IGROV1 – IGROV1 ovarian cancer; 79,000 tested, 4.7% active; AID 1794786
NCI-H522 – NCI-H522 lung cancer. 78,000 tested, 8% active. AID 1794739
NCI-H322M – NCI-H322M lung cancer. 80,000 tested, 2.7% active
NCI/ADR-RES – NCI/ADR-RES ovarian cells; 81,000 tested, 4.4% active
COLO 205 – COLO 205 colon cancer. 79,000 tested, 7.3% active
NCI-H23 – NCI-H23 lung cancer; 80,000 tested, 4% active; AID 1794731
Starred values were filed as active, the others as inactive; & = joins results of further samples. Rule for the calls: active = growth percent below 10; inactive = the rest.

COc1ccc(CNCCNCc2ccc(OC)cc2)cc1 was read as SK-OV-3 99, NCI-H226 103, NCI-H460 98, IGROV1 103, NCI-H522 95, NCI-H322M 100, NCI/ADR-RES 101 and NCI-H23 98.
Screening CCCC(CCC)NCCO returned SK-OV-3 94, NCI-H226 105, NCI-H460 116, IGROV1 88, NCI-H522 81, NCI-H322M 127, NCI/ADR-RES 115, COLO 205 99 and NCI-H23 94.
O=C(Oc1ccc(-c2ccccc2)cc1)c1ccccc1C(=O)c1ccccc1 was read as SK-OV-3 116, NCI-H226 114, NCI-H460 104, IGROV1 107, NCI-H322M 144, NCI/ADR-RES 100, COLO 205 112 and NCI-H23 104.
`Clc1cccc(Nc2ncnc3ccc(-c4cccc(-c5nn[nH]n5)c4)cc23)c1` gave SK-OV-3 118, NCI-H226 100, NCI-H460 111, IGROV1 80, NCI-H522 83, NCI-H322M 85, NCI/ADR-RES 96, COLO 205 118 and NCI-H23 98.
For CCN(CCO)CC(C)Nc1ccc([N+](=O)[O-])c2sc3ccccc3c(=O)c12 (centres undefined) the results were SK-OV-3 46, NCI-H226 14, NCI-H460 9.7*, IGROV1 -11*, NCI-H522 15, NCI-H322M 16, NCI/ADR-RES 37, COLO 205 15 and NCI-H23 40.
For O=C(COc1ccc(Cl)cc1Cl)NCc1ccccc1 the results were SK-OV-3 101, NCI-H226 106, NCI-H460 101, IGROV1 103, NCI-H522 98, NCI-H322M 97, NCI/ADR-RES 98 and COLO 205 123.
Screening O=C(O)c1ccccc1C(=O)c1ccc(Cl)cc1Cl returned SK-OV-3 99, NCI-H226 86, NCI-H460 108, IGROV1 102, NCI-H522 85, NCI-H322M 94, NCI/ADR-RES 102, COLO 205 101 and NCI-H23 99.
COc1ccc(C(=O)C/C(=C/c2ccc(-c3ccc(Cl)cc3)o2)C(=O)NCc2ccccc2)cc1 was read as SK-OV-3 108, NCI-H226 87, NCI-H460 107, IGROV1 111, NCI-H522 104, NCI-H322M 95, NCI/ADR-RES 94, COLO 205 90 and NCI-H23 94.
`COc1nc(N)nc2c1ncn2C1OC(CO)CC1O` (centres undefined) gave SK-OV-3 99, NCI-H226 103, NCI-H460 115, IGROV1 112, NCI-H522 106, NCI-H322M 97, NCI/ADR-RES 107, COLO 205 104 and NCI-H23 103.
`Oc1c(Cl)cc(Cl)cc1C=Nc1cc(C(F)(F)F)ccc1N1CCc2ccccc2C1` gave SK-OV-3 94, NCI-H226 73, NCI-H460 93, IGROV1 54, NCI-H522 58, NCI-H322M 80, NCI/ADR-RES 75 and NCI-H23 72.
For COc1cc(-c2nc(C(=O)Nc3ccc(F)c(F)c3)nn2-c2ccc(F)c(F)c2)cc(OC)c1OC the results were SK-OV-3 82, NCI-H226 100, NCI-H460 106, IGROV1 92, NCI-H522 83, NCI-H322M 88, NCI/ADR-RES 85, COLO 205 92 and NCI-H23 88.
`COc1cc2ncnc(Nc3ccc(F)c(Cl)c3)c2cc1OCC(=O)N1CCOCC1` gave SK-OV-3 17, NCI-H226 102, NCI-H460 99, IGROV1 46, NCI-H522 33, NCI-H322M 25, NCI/ADR-RES 82, COLO 205 106 and NCI-H23 91.
For CCCCN1C(=O)/C(=c2\sc3n(c2=O)NC2C(N=3)N(CC)C(=O)N2CC)c2cccc(C)c21 (centres undefined) the results were SK-OV-3 91, NCI-H226 95, NCI-H460 107, IGROV1 109, NCI-H522 58, NCI-H322M 103, NCI/ADR-RES 75, COLO 205 82 and NCI-H23 96.
`C/C(=C(/c1ccc(Cl)cc1)c1ccc(OCCN2CCOCC2)cc1)c1ccccc1` gave SK-OV-3 114, NCI-H226 107, NCI-H460 96, IGROV1 90, NCI-H522 88, NCI-H322M 85, NCI/ADR-RES 91, COLO 205 77 and NCI-H23 79.
For COc1cc2nc(N3CCC[C@H](N)C3)nc(N)c2cc1OC the results were SK-OV-3 85, NCI-H226 94, NCI-H460 85, IGROV1 92, NCI-H522 76, NCI-H322M 45, NCI/ADR-RES 104, COLO 205 73 and NCI-H23 83.
Nc1nonc1-n1nnc(C(=O)N2CCOCC2)c1-c1ccccc1 was read as SK-OV-3 99, NCI-H460 107, IGROV1 105, NCI-H522 89, NCI-H322M 103, NCI/ADR-RES 101, COLO 205 107 and NCI-H23 97.
O=S(CC(O)(c1ccccc1)c1ccccc1)CC(O)(c1ccccc1)c1ccccc1 was read as SK-OV-3 107, NCI-H226 90, NCI-H460 90, IGROV1 109, NCI-H522 94, NCI-H322M 91, NCI/ADR-RES 82, COLO 205 98 and NCI-H23 90.
Screening O=S(=O)(Nc1ccccc1O)c1ccccc1 returned SK-OV-3 107, NCI-H226 115, NCI-H460 107, IGROV1 100, NCI-H522 118, NCI-H322M 112, NCI/ADR-RES 111, COLO 205 128 and NCI-H23 107.
For CCCCCCC1=C(P(=O)(O)O)N[C@H](C(=O)O)CS1 the results were SK-OV-3 75, NCI-H226 98, NCI-H460 98, IGROV1 106, NCI-H522 76, NCI-H322M 82, NCI/ADR-RES 91, COLO 205 92 and NCI-H23 88.
COc1ccc(C(=O)n2nc(-c3cccnc3)nc2N)cc1 was read as SK-OV-3 105, NCI-H226 101, NCI-H460 101, IGROV1 91, NCI-H522 94, NCI-H322M 91, NCI/ADR-RES 93 and NCI-H23 89.
For Nc1c(S(=O)(=O)O)cc(Br)c2c1C(=O)c1ccccc1C2=O the results were SK-OV-3 102&86, NCI-H226 100&98, NCI-H460 106&102, IGROV1 89&105, NCI-H522 83, NCI-H322M 106&96, NCI/ADR-RES 115&108, COLO 205 106&97 and NCI-H23 103&103.
`O=C(O)c1cn(C2CC2)c2cc(N3CCN(Cn4nc(-c5ccccc5Cl)oc4=S)CC3)c(F)cc2c1=O` gave NCI-H460 102, IGROV1 103, NCI-H522 98, NCI-H322M 107, NCI/ADR-RES 104 and NCI-H23 100.
`CCCc1cccc(CCC)c1O` gave SK-OV-3 110, NCI-H226 106, NCI-H460 106, IGROV1 125, NCI-H522 90, NCI-H322M 124, NCI/ADR-RES 103, COLO 205 116 and NCI-H23 100.
`Clc1ccccc1[C@@H]1C[C@@H]2Cc3cc(Br)c4ccccc4c3N1O2` gave SK-OV-3 39, NCI-H226 73, NCI-H460 18, IGROV1 49, NCI-H522 20, NCI-H322M 61, NCI/ADR-RES 15, COLO 205 33 and NCI-H23 51.
CC(N)c1ccc(Cl)cc1 (centres undefined) was read as SK-OV-3 94, NCI-H226 90, NCI-H460 101, IGROV1 95, NCI-H522 83, NCI-H322M 98, NCI/ADR-RES 98, COLO 205 115 and NCI-H23 94.
`OC1(c2ccccc2)c2ccccc2CCC1Br` (centres undefined) gave SK-OV-3 101, NCI-H226 108, NCI-H460 112, IGROV1 99, NCI-H522 100, NCI-H322M 104, NCI/ADR-RES 108, COLO 205 107 and NCI-H23 118.
Screening CCCCCCCCCCCCCC(=O)C(C)N (centres undefined) returned SK-OV-3 73, NCI-H226 88, NCI-H460 4.8*, IGROV1 53, NCI-H522 0.2*, NCI-H322M 54, NCI/ADR-RES 76, COLO 205 16 and NCI-H23 52.
O=Cc1ccc(OCc2ccccc2)c(OCc2ccccc2)c1 was read as SK-OV-3 102, NCI-H226 100, NCI-H460 106, IGROV1 114, NCI-H522 97, NCI-H322M 104, NCI/ADR-RES 97, COLO 205 122 and NCI-H23 90.
For CC(=O)SC(C(=O)O)(c1ccccc1)c1ccccc1 the results were SK-OV-3 94, NCI-H226 111, NCI-H460 103, IGROV1 106, NCI-H322M 95, NCI/ADR-RES 107, COLO 205 103 and NCI-H23 104.
Screening c1ccc(CCCCc2ccncc2)cc1 returned SK-OV-3 101, NCI-H226 96, NCI-H460 106, IGROV1 124, NCI-H322M 114, NCI/ADR-RES 109, COLO 205 104 and NCI-H23 100.
Cc1cc(C)c(C)c(C(=O)c2ccc(F)cc2)c1C was read as SK-OV-3 112, NCI-H226 94, NCI-H460 98, IGROV1 101, NCI-H522 116, NCI-H322M 100, NCI/ADR-RES 109, COLO 205 112 and NCI-H23 102.
For CCCCC[C@@H]1Cc2cc(O)c(C(=O)O)c3c2[C@H](C[C@]2(OC[C@@H](CC(=O)[C@](C)(CC)C(=O)OC)[C@@H]2C)O3)O1 the results were SK-OV-3 104, NCI-H226 96, NCI-H460 119, IGROV1 99, NCI-H522 123, NCI-H322M 115, NCI/ADR-RES 114, COLO 205 137 and NCI-H23 107.
Screening C(=C(\C1=NCCN1)n1cnc2ccccc21)/c1ccccc1 returned SK-OV-3 90, NCI-H226 87, NCI-H460 102, IGROV1 103, NCI-H522 94, NCI-H322M 94, NCI/ADR-RES 99, COLO 205 119 and NCI-H23 100.
OCC1C2C=CC(C2)C1CO (centres undefined) was read as SK-OV-3 175, NCI-H226 109, NCI-H460 121, IGROV1 101, NCI-H522 97, NCI-H322M 114, NCI/ADR-RES 104, COLO 205 191 and NCI-H23 108.
Screening O=C(Nc1ccc(Cl)cc1)N1CCN(c2ccc3nncn3n2)CC1 returned SK-OV-3 -3.3*, NCI-H460 -27*, IGROV1 72, NCI-H522 -45*, NCI-H322M 30, NCI/ADR-RES 63, COLO 205 -81* and NCI-H23 77.
For COc1cc(Cl)cc(-c2nn(C(=O)NCCN3CCCCC3)cc2-c2ccncc2)c1 the results were SK-OV-3 92, NCI-H226 94, NCI-H460 103, IGROV1 103, NCI-H522 97, NCI-H322M 120, NCI/ADR-RES 100, COLO 205 93 and NCI-H23 108.
`COc1ccc2c(c1)[nH]c(=O)c1c3cccnc3cn21` gave SK-OV-3 12, NCI-H226 66, NCI-H460 1.7*, IGROV1 20, NCI-H522 12, NCI-H322M 86, NCI/ADR-RES 0.2*, COLO 205 -45* and NCI-H23 37.
Screening Cc1ccc(S(=O)(=O)c2nc(S(=O)(=O)c3ccc(C)cc3)c(NCc3ccccc3)s2)cc1 returned SK-OV-3 103, NCI-H226 94, NCI-H460 102, IGROV1 108, NCI-H522 95, NCI-H322M 101, NCI/ADR-RES 87, COLO 205 124 and NCI-H23 102.
Screening O=C(OCc1ccccc1)N(CCF)c1cn(Cc2ccccc2)c(=O)n(Cc2ccccc2)c1=O returned SK-OV-3 99, NCI-H226 96, NCI-H460 116, IGROV1 97, NCI-H522 90, NCI-H322M 86, NCI/ADR-RES 83, COLO 205 94 and NCI-H23 101.
For O=C(C[N+](=O)[O-])c1ccc(Cl)cc1 the results were SK-OV-3 113, NCI-H226 110, NCI-H460 111, NCI-H522 109, NCI-H322M 112, NCI/ADR-RES 109, COLO 205 116 and NCI-H23 104.
Cc1ccccc1-n1c(SCC(=O)NC(=O)Nc2cccc(Cl)c2)nc2c(Br)cc(Br)cc2c1=O was read as SK-OV-3 92, NCI-H226 81, NCI-H460 85, IGROV1 101, NCI-H522 76, NCI-H322M 82, NCI/ADR-RES 81, COLO 205 101 and NCI-H23 87.
For COc1ccc2c(=O)c(-c3ccccc3OC)c(C)oc2c1 the results were SK-OV-3 108, NCI-H226 102, NCI-H460 108, IGROV1 110, NCI-H522 96, NCI-H322M 105, NCI/ADR-RES 107, COLO 205 106 and NCI-H23 108.

Entries listed so far with a nitro group on carbon (2):
For CCN(CCO)CC(C)Nc1ccc([N+](=O)[O-])c2sc3ccccc3c(=O)c12 (centres undefined) the results were SK-OV-3 46, NCI-H226 14, NCI-H460 9.7*, IGROV1 -11*, NCI-H522 15, NCI-H322M 16, NCI/ADR-RES 37, COLO 205 15 and NCI-H23 40.
For O=C(C[N+](=O)[O-])c1ccc(Cl)cc1 the results were SK-OV-3 113, NCI-H226 110, NCI-H460 111, NCI-H522 109, NCI-H322M 112, NCI/ADR-RES 109, COLO 205 116 and NCI-H23 104.

Reprinted at random: 2 records from the list
For CC(=O)SC(C(=O)O)(c1ccccc1)c1ccccc1 the results were SK-OV-3 94, NCI-H226 111, NCI-H460 103, IGROV1 106, NCI-H322M 95, NCI/ADR-RES 107, COLO 205 103 and NCI-H23 104.
COc1ccc(C(=O)n2nc(-c3cccnc3)nc2N)cc1 was read as SK-OV-3 105, NCI-H226 101, NCI-H460 101, IGROV1 91, NCI-H522 94, NCI-H322M 91, NCI/ADR-RES 93 and NCI-H23 89.
